WT yeast gro inh = growth inhibition of WT yeast, mitochondrial fusion screen; mitochondrial fusion phenotypic screen, WT strain; inhibition, % at 10 µM; 2.1% of 190,000 active; AID 1362; in the data active = inhibition above about 58%; tested in S. cerevisiae
NTR1 ag = agonists of NTR1, primary screen, imaging, U2OS cells, beta-arrestin-GFP, high content (AID 493036) | P30989 | NTR1-U2OS beta-arrestin-GFP spot imaging, agonist mode | activation, % at 20 µM | 0.17% of 330,000 active;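 active = activation at or above 40% of the spot to cytoplasm intensity ratio, with at least 20 cells analyzed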;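 note: 0% = DMSO without peptide and 100% = 100 nM NTR1 peptide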
Target sequence (P30989 whole entry, looked up): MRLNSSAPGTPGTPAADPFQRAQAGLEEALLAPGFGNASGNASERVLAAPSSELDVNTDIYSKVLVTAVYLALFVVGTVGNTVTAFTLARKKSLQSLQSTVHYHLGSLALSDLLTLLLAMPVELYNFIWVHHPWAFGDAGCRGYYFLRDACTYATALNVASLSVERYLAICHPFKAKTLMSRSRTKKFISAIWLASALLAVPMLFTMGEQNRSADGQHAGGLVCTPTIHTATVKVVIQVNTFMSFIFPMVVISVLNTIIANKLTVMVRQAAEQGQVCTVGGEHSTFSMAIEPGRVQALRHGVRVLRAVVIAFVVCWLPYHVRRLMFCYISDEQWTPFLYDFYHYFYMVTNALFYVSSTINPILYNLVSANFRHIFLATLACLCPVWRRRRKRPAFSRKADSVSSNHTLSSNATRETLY
RSV antiviral HEp-2 = RSV antiviral activity via CPE protection, HEp-2 cells, primary 10 µM value included (AID 2391); CPE inhibition, % at 10 µM, or IC50 in µM where a hit was titrated; 0.13% of 310,000 active; HEp-2 cells, RSV-induced CPE inhibition; higher % means a stronger effect; in the data active = a potency from the dose series; note: strong numbers were not always called active
UTI89 phage lysis = protection from phage-mediated lysis, alamar blue read-out – E. coli UTI89, K1F phage, bacterial capsule biogenesis inhibitors (AID 488966); E. coli UTI89 K1F phage lysis, alamar blue, 2 h; higher % means a stronger effect; inhibition, % at 100 µM; hits with a dose series show IC50 in µM; 0.02% of 340,000 active;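 active = phage lysis inhibition, versus mean bacterial control, above a set limit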;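 note: capsule biogenesis inhibitors block K1F phage lysis so surviving cells raise fluorescence; higher fluorescence means more inhibition of phage lysis; actives were called in the ten point dose series up to 300 µM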
Dengue-2 NS5 capping = flavivirus cap methylation enzyme inhibition – biochemical, confirmation dose response, primary screen (AID 588689) | inhibition, % at 25 µM, or IC50 in µM where a hit was titrated | Dengue-2 NS5 methyltransferase capping enzyme assay, biochemical; higher % means a stronger effect | 0.3% of 340,000 active; in the data active = a potency from the dose series
AID2073 = disruptors of CaV2.2 binding to Mint1 – biochemical, HTRF (AID 2073); HTRF protein-protein interaction, Mint1-CaV2.2; higher % means a stronger effect; inhibition, % at 20 µM, or IC50 in µM where a hit was titrated; 0.19% of 290,000 active; in the data active = inhibition mostly above about 51%, no sharp cut-off; note: some results filed as inactive read as strong as hits
Autophagy HCS = alters autophagy in cells | MEF GFP-LC3 puncta imaging; test concentration mostly 10 µM | calls only at 10 µM (by protocol) | 0.98% of 190,000 active;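 active = percentage of spot-positive cells more than 3 SD above its plate mean, without a fluorescence outlier flag or 80% toxicity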;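 note: spot-positive cell cutoff set from DMSO-treated cells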
LYP phosphatase = inhibitors of LYP phosphatase, biochemical, fluorescence intensity, uHTS (AID 1779). recombinant LYP phosphatase, fluorescence intensity; higher % means a stronger effect. 0.054% of 290,000 active. inhibition, % at 11.5 µM; hits with a dose series show IC50 in µM; in the data active = inhibition above about 50%;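 note: plate controls were vehicle with enzyme for no effect and no enzyme for full effect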
GPR35 arrestin U2OS = GPR35 antagonists blocking zaprinast-driven arrestin recruitment, primary screen, imaging, U2OS, beta-arrestin-GFP, zaprinast agonist (AID 2058) | U2OS GPR35 beta-arrestin-GFP translocation imaging, zaprinast antagonism; higher % means a stronger effect | one-dose inhibition, % at 10 µM; IC50 in µM for titrated hits | 0.052% of 290,000 active;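 active = inhibition of at least 50% with at least 30 cells and total cytoplasm GFP at most 10,000,000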
WT yeast gro inh mutant strain = further read-out of WT yeast gro inh, marked with its call; inhibition, %; mitochondrial fusion phenotypic screen, mutant strain inhibition
Autophagy HCS cell loss 18 h = recorded beside Autophagy HCS, whose call it bears; toxicity, %; measured here: cell loss, nuclei count;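 cell loss after 18 h compound exposure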
NTR1 ag cell count 20 µM = second read-out of NTR1 ag, no call of its own (marks repeat the call); cell count; measured here: cell count, cytotoxicity flag
* = called active by the depositor; i = inactive; x = no result given; [ ] = dose if it differs, or a comment.

Below each compound – WT yeast gro inh, WT yeast gro inh mutant strain, NTR1 ag, NTR1 ag cell count 20 µM, RSV antiviral HEp-2, UTI89 phage lysis, Dengue-2 NS5 capping, AID2073, Autophagy HCS, Autophagy HCS cell loss 18 h, LYP phosphatase, GPR35 arrestin U2OS
> CCCCCCOC(=O)Cc1c(C)nc(-c2ccccc2)[nH]c1=O
 : 12, -8, 5.0, 40, -0.4%, 1.6%, 3%, -6%, i, 0, -1%, 7%
> Cc1ccccc1CSCC(=O)NC(=O)NC(C)(C)C
 : 4, 6, 0.2, 52, 1.1%, 1.2%, -2%, 20%, i, 15, 1%, 4%
> CCOC(=O)c1ccc2c(c1)N(CC(=O)N1CCCCC1)C(=O)C(C)(C)O2
 : -6, -5, 0.3, 102, 1.6%, -0.3%, -5%, 0%, i, -11, -8%, -3%
> CC(C)(C)c1cc(C(=O)N/N=C/c2ccc(-c3ccccc3[N+](=O)[O-])o2)n[nH]1
 : x, x, 2.9, 81, 15%, -0.3%, 18%, -6%, x, x, -6%, 6%
> CCC(C(=O)NCc1ccco1)N(C(=O)CNS(=O)(=O)c1ccccc1)c1ccc(OC)cc1 (centres undefined)
 : -10, -8, 0.2, 88, 0.0%, 0.6%, 2%, -5%, i, 3, -2%, 7%
> CN1C(=O)SC(Nc2ccccc2C(=O)O)C1=O (centres undefined)
 : 17, 25, -3.5, 78, 0.8%, 9.7%, 4%, 2%, i, 10, -9%, 2%
> CCOP(=O)(c1ccccc1)C1(O)CCCCC1 (centres undefined)
 : 6, 12, -1.1, 48, 1.3%, 3.7%[50 µM], -7%, 1%, i, -4, -7%, -21%
> O=C(Nc1nc2nccc(-c3ccccc3)n2n1)c1ccccc1
 : x, x, -0.8, 47, x, 0.2%, 11%, 6%, x, x, -2%, 1%
> CN(C)C(=O)CSC1c2ccccc2C(=O)N1c1ccccc1 (centres undefined)
 : 3, 14, 1.8, 57, -0.3%, 1.8%, -2%, 2%, i, 4, -3%, -15%
> C=CCn1c(=O)c2ccccc2n2c(SC(C)C(N)=O)nnc12 (centres undefined)
 : x, x, 0.5, 64, 2.2%, -0.3%, -1%, 24%, x, x, -2%, 12%
> CCC(C)C1Nc2ccc(C(=O)NCc3ccc4c(c3)OCO4)cc2NC1=O (centres undefined)
 : x, x, 0.8, 53, 3.0%, -0.1%, -2%, 2%, x, x, -6%, 7%
> CNC(=O)c1c(NC(=O)c2ccco2)sc2c1CCC2
 : x, x, 0.9, 61, 2.8%, 0.0%, -6%, 21%, x, x, -7%, 0%
> Cc1cc(NS(=O)(=O)c2ccc(NC(=O)C(CC(C)C)N3C(=O)c4ccccc4C3=O)cc2)nc(C)n1 (centres undefined)
 : -6, 14, 1.1, 70, -0.9%, -0.3%, -15%, 18%, i, -28, 1%, -4%
> CCc1nc(SCC(=O)Nc2ccc(N(C)C)cc2)n[nH]1
 : x, x, 0.9, 55, -1.6%, 1.7%[50 µM], -1%, x, x, x, x, x
> CC(C(=O)NC1CCCCC1)N1CCN(S(=O)(=O)c2cccs2)CC1 (centres undefined)
 : x, x, -1.5, 46, 0.5%, 0.6%[50 µM], 3%, x, x, x, x, x
> O=C(COC(=O)C1CCCCC1)Nc1cc([N+](=O)[O-])ccc1F
 : 3, 8, 1.5, 38, 0.7%, 0.1%, -12%, 2%, i, 14, -7%, -8%
> N/C(=N\OC(=O)COc1ccccc1)c1ccccn1
 : -5, -2, -0.4, 92, 0.8%, 0.2%, -1%, 8%, i, 8, -9%, 0%
> COc1ccccc1OCCNC(=O)C1CCN(C(C)=O)CC1
 : x, x, -0.1, 51, 1.6%, -0.2%, -13%, 8%, x, x, -11%, 12%
> CSc1ncc(C(=O)O)n1-c1ccc(F)cc1
 : -5, 1, 3.0, 15, 1.3%, 0.1%, 2%, -12%, i, 2, -2%, 7%
> COc1ccc(CNC(=O)Cc2ccc(NC(=O)C3=C(C)OCCS3)cc2)cc1
 : x, x, 0.4, 63, 0.9%, 0.4%, -5%, 18%, x, x, -2%, 20%
> CCN(CC)c1ccc(NC(=O)C2=CCN(S(=O)(=O)c3ccc(F)cc3)CC2)c(C)c1
 : -1, -18, 6.7, 40, 2.1%, 0.7%, 0%, 15%, i, 11, -4%, -3%
> COc1ccccc1NC(=O)COc1ccc(C(=O)NCc2ccccc2)cc1OC
 : x, x, 5.6, 68, 1.6%, 0.1%[50 µM], -2%, x, x, x, x, x
> O=C(COc1ccc2c(c1)oc(=O)c1ccccc12)NC(Cc1ccc(Cl)cc1)C(=O)O (centres undefined)
 : x, x, -1.6, 100, 1.0%, 0.8%, -4%, 1%, x, x, 18%, -16%
> Cc1ccc(S(=O)(=O)NCc2ccc(C(=O)NC3CC3)cc2)cc1
 : -10, -10, -0.3, 63, 2.6%, 0.8%[50 µM], -1%, -2%, i, 0, -2%, -3%
> O=C1C2C3C=CC(CC3)C2C(=O)N1c1cccc(Br)c1 (centres undefined)
 : x, x, -1.4, 53, 1.1%, 0.1%, -5%, 6%, x, x, -4%, 16%
> O=C(Nc1ccc2c(c1)CCC2)c1cnccn1
 : 11, -1, -1.1, 92, x, 1.0%, -6%, 8%, i, 6, 2%, -6%
> CC(C)CCN1C(=O)c2ccc(C(=O)Nc3cc(C(=O)O)cc(C(=O)O)c3)cc2C1=O
 : x, x, 0.5, 64, 0.3%, 7.2%, x, 9%, x, x, -2%, 4%
> O=[N+]([O-])c1ccc(Oc2c(F)c(F)nc(N3CCCC3)c2F)cc1
 : 8, 19, 1.0, 52, 0.5%, 0.3%, 5%, -12%, i, -1, 7%, 16%
> O=C(O)CSCC(=O)NCc1cccc(C(F)(F)F)c1
 : -15, 3, -0.5, 75, 2.7%, 0.2%, -4%, 2%, i, 4, -10%, -20%
> CC(=O)Nc1ccc(-n2c(C)ccc2C)cc1
 : -14, -22, -0.7, 41, 1.3%, -0.5%, -16%, 4%, i, 37, -3%, -13%
> Cc1ccc(OCc2nnc(SCC(=O)CC(=O)Nc3ccccc3)o2)cc1
 : -12, -8, -0.5, 81, 18%, -0.2%, -12%, 30%, i, -9, 2%, 12%
> O=C(c1ccc(S(=O)(=O)NCC2CCCO2)cc1)N1CCc2ccccc21 (centres undefined)
 : -9, 3, -0.3, 46, 4.0%, 0.5%, 2%, -6%, i, 2, -6%, 4%
> Cc1csc(N/N=C/c2ccccn2)n1
 : 33, 35, -0.3, 48, 2.9%, -1.1%, 4%, 10%, i, 37, -2%, -19%
> O=[N+]([O-])c1ccccc1S(=O)(=O)N1CCN(Cc2ccccc2)CC1
 : x, x, 1.2, 55, 1.9%, 0.5%, x, 5%, x, x, -7%, 3%
> O=C1CN(C(=O)COC(=O)c2ccccc2Br)c2ccccc2N1
 : x, x, -1.6, 78, 0.7%, 0.8%[50 µM], -6%, x, x, x, x, x
> O=C(O)Cn1cnc2c(oc3ccccc32)c1=O
 : x, x, 0.2, 55, 0.4%, 0.2%, 0%, 3%, x, x, -5%, -15%
> CCC(=O)Nc1cccc(C2=NOC3(C2)C[C@@H](C(N)=O)N(C(=O)CC(c2ccccc2)c2ccccc2)C3)c1 (some centres undefined)
 : x, x, 6.7, 64, 4.8%, 0.8%, -3%, 19%, x, x, -5%, 6%
> COc1cc2c(cc1OC)-c1cc(NCc3ccccn3)nc(=O)n1CC2
 : 16, 26, 1.0, 60, 0.9%, 0.2%, -19%, 5%, i, -6, -8%, 15%
> CC(C)NC(=O)C1(O)c2ccccc2NC(=O)N1c1ccc(Cl)c(Cl)c1 (centres undefined)
 : 12, 5, -1.9, 60, 0.8%, -0.3%, 0%, -1%, i, 12, -4%, -13%
> O=C(Cc1ccccc1)NNC(=S)NC(=O)c1cccnc1
 : x, x, 0.1, 39, 3.0%, x, x, -28%, x, x, -2%, 0%
> Nc1scc[n+]1Cc1cccc2cccnc12
 : x, x, -1.0, 58, 13%, 0.1%, -15%, -3%, x, x, -9%, -4%
> CCOc1ccc(/C=C2\SC(=S)N(NC(=O)c3ccncc3)C2=O)cc1OC
 : x, x, -1.1, 47, x, x, x, 8%, x, x, -4%, 8%
> Cc1ccc2c(c1)c1c3n2CC(=C2C(=O)OC(C)(C)OC2=O)NC3CCC1 (centres undefined)
 : 24, 12, 3.8, 50, 14%, 8.7%, 12%, 20%, i, -3, 7%, -6%
> NC(=O)c1cc(C(=O)Cc2ccccc2)c[nH]1
 : x, x, -0.1, 105, 2.7%, 0.4%, -5%, 2%, x, x, -4%, 8%
> CCOc1ccc(CCNC(=O)CN2C(=O)COc3ccc(S(=O)(=O)N4CCOCC4)cc32)cc1
 : x, x, 0.8, 46, -0.5%, 1.2%, -2%, 6%, x, x, -11%, -9%
> O=C(NC1CCCCC1)C(c1cccs1)N(Cc1cccs1)C(=O)c1ccco1 (centres undefined)
 : 10, 9, 2.4, 52, -1.2%, -0.1%, -8%, 0%, i, 7, 6%, 4%
> C=C(C)c1cccc(C(C)(C)NC(=O)N2CCN(CC)CC2)c1
 : -19, -6, 0.0, 95, 2.4%, 0.2%, -12%, 1%, i, -6, -10%, -1%
> CCOC(=O)CSc1nnc(Cc2cc(=O)[nH]c(=O)[nH]2)n1-c1ccc(Cl)cc1
 : 16, -1, 0.3, 62, -0.2%, 8.1%, -1%, 1%, i, 1, -10%, 6%
> COc1cc(CNC(C)C)c(Br)cc1OC1CCCC1
 : -7, 3, 1.2, 58, -1.6%, -0.2%, -1%, -10%, i, -3, -7%, -5%
> Cc1cc(C)c2ccc(C(=O)O)nc2c1O
 : -13, -5, -0.8, 75, 0.0%, 0.1%, 2%, -7%, i, 25, -5%, -3%
> C=CCn1c(=O)c2ccccc2n2c(=S)[nH]nc12
 : x, x, 2.3, 90, 1.5%, 0.2%, -7%, -54%, x, x, -7%, 4%
> O=C(CSc1nnc(-c2ccc3c(c2)OCO3)o1)Nc1ncc(C(F)(F)F)cc1Cl
 : 71, 73, 0.5, 60, -0.3%, 0.0%, -7%, 20%, i, 14, -2%, -7%
> CC(C)NC(=O)CN(CCc1ccccc1)S(C)(=O)=O
 : -15, -32, -0.9, 35, 1.0%, 0.3%, -1%, 0%, i, 3, -9%, 8%
> O=C(NCC1CCCO1)C1CCCN(S(=O)(=O)c2ccc(Cl)cc2)C1 (centres undefined)
 : x, x, -2.4, 43, 2.1%, 0.3%, -7%, 6%, x, x, -10%, 0%
> COC(=O)c1[nH]c2ccccc2c1NC(=O)/C=C/c1ccc2c(c1)OCO2
 : -5, -8, 4.3, 74, -0.7%, 0.4%[50 µM], -2%, 0%, i, 7, -7%, -1%
> CN1CCN(CCc2nc3cc(NC(=O)COc4ccccc4)ccc3n2C)CC1
 : -9, -8, -1.8, 93, -0.2%, 0.1%, -5%, 6%, i, 18, -2%, 21%

Quoted from the listing.
`Cc1ccc(OCc2nnc(SCC(=O)CC(=O)Nc3ccccc3)o2)cc1` in NTR1 ag is listed with -0.5
`COc1cc(CNC(C)C)c(Br)cc1OC1CCCC1` in Autophagy HCS cell loss 18 h is listed with -3

From PubChem BioAssay
